High-throughput results (PubChem)
CDK5 p35 inh: blocks human CDK5/p35 kinase activity | Q00535+Q15078 | inhibition, % at 10 µM | Recombinant CDK5/p35, ADP-Glo luminescence, 60 min | 330,000 tested, 0.01% active;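 active = highest replicate inhibition of at least 50% and at least 75% of replicates reaching 50%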;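 also: plate controls were DMSO neutral control for no effect and GW8510 at 10 µM for full effect; many of its hits are not listed in these tables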
Target sequence (Q00535 whole entry, looked up): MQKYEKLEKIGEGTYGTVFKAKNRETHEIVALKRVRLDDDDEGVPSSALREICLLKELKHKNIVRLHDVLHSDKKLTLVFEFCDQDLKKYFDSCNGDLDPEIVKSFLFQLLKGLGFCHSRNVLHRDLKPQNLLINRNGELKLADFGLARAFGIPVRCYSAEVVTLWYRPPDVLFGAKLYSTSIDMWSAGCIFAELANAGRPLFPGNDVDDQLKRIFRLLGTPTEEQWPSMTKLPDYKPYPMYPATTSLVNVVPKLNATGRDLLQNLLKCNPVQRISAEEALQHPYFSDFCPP
Target sequence (Q15078 whole entry, looked up): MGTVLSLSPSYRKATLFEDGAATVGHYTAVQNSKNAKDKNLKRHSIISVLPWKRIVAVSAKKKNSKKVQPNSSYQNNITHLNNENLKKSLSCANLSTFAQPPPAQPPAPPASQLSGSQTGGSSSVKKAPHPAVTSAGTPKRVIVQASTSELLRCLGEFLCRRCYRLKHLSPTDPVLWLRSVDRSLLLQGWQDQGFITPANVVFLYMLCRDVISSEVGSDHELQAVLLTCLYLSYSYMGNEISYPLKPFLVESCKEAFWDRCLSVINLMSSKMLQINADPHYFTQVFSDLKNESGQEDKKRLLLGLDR
dFosB activator: enhances mouse delta FosB homodimer DNA binding; P13346; purified delta FosB, TAMRA-CDK5 oligo fluorescence polarization; percent of positive-control signal above neutral wells; activation, % at 25 µM; 340,000 tested, 0.99% active;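 active = mean activation above about 17%, with every replicate also reaching it, limit read from the data, passing the limit was not always enough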;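 also: fluorescence polarization rise as delta FosB binds a TAMRA Cdk5 AP-1 oligo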
LANA DNA inh: KSHV C-LANA DNA binding inhibition | inhibition, % at 9 µM | MBP-C-LANA/FAM-LBS DNA binding, fluorescence polarization | AID 504423 | 340,000 tested, 0.078% active;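 active = highest replicate inhibition at or above 60% at 9 µM, even if other replicates fall short; inactive = all replicates below 60% inhibition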;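 also: 0% = neutral control wells and 100% = 4 µM acridine orange control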
Rtt109 Vps75: C. albicans Rtt109 histone acetyltransferase inhibition | Q5AAJ8 | purified Rtt109/Vps75, ThioGlo CoA-SH fluorescence, 4 h | inhibition, % at 34.9 µM | 330,000 tested, 0.16% active | AID 540336;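 active = inhibition of at least 50% in every replicate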
Target sequence (Q5AAJ8 whole entry, looked up): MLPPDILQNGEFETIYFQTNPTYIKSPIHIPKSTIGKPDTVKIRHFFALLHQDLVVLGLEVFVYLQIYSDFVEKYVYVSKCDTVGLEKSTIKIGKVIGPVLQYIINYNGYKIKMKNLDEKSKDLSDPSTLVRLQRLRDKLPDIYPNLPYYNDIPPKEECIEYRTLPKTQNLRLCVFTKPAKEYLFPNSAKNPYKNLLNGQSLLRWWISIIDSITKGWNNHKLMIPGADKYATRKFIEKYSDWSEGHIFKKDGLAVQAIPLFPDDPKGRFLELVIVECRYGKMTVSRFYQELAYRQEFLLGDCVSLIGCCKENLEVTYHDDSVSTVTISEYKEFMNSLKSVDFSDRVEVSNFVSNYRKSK
Cardiac RTF inh: cardiac RTF calcium desensitization; P19429+P45379; IANBD-labeled cardiac RTF, Ca2+ fluorescence; AID 493244; 340,000 tested, 0.12% active; inhibition, % at 7.15 µM;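 active = inhibition above the mean inhibition of all tested compounds plus 3 SD, cut at about 17% in these data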;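 also: assay run at fixed EC70 calcium of 1.6 mM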
Keap1-Nrf2 PPI: Keap1-Nrf2 (human) interaction inhibition; Q14145; Keap1 Kelch-Nrf2 peptide fluorescence polarization, 1536-well; inhibition, % at 9.4 µM; 340,000 tested, 0.15% active; in the data active = inhibition above about 12%;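 also: human Keap1 Kelch domain with fluorescein labeled Nrf2 9mer peptide probe; 0% = neutral control wells and 100% = peptide positive control; higher means more block of Keap1 binding to Nrf2 peptide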
NSD2 inh: blocks human histone methyltransferase NSD2; AID 743445; NSD2 peptide methylation, AlphaScreen, 120 min; 310,000 tested, 0.54% active; O96028; inhibition, % at 12.5 µM; in the data active = inhibition above about 50%
PfHsp90 yeast 2: reduces growth (ATP signal) of yeast expressing P. falciparum Hsp90 | inhibition, % at 9.4 µM | 310,000 tested, 0.32% active | S. cerevisiae expressing PfHsp90, BacTiter-Glo ATP, 48 h; yeast lacking PDR1 and PDR3 efflux regulators;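 active = every replicate shows inhibition above about 80%, whatever the replicate mean, limit read from the data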;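 also: 0% = DMSO neutral controls and 100% = 20 µM radicicol positive controls; yeast relying on Plasmodium falciparum Hsp90 in place of its own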
PvdQ inh: P. aeruginosa PvdQ acylase inhibition | 340,000 tested, 0.063% active | inhibition, % at 10 µM | purified PvdQ acylase, fluorescence plate reader; in the data active = inhibition above about 30%, passing the limit was not always enough;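 also: 0% = vehicle neutral wells and 100% = reference inhibitor wells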
Mot1-301 SUMO: blocks SUMOylation pathway, rescuing yeast Mot1-301 growth; 320,000 tested, 1% active; growth rescue, % at 18.8 µM; S. cerevisiae Mot1-301 growth rescue, ATP luminescence, 38.5C; percent above DMSO median, 100 means doubled;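 active = every valid replicate shows activation above 250% relative to neutral control wells; inactive = the rest, any valid replicate at or below 250%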;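 also: OY570 slx delta 5 strain wells were the positive control but not used for scaling; some compounds called inactive have numbers as strong as hits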
cardiac RTF act: cardiac RTF calcium sensitization; P19429+P45379; IANBD-labeled TnC RTF fluorescence at EC20 calcium; 0% EC20 calcium, 100% full calcium; activation, % at 7.2 µM; 340,000 tested, 0.24% active; AID 493008;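 active = activation above the mean over all tested compounds plus 3 SD, cut at about 30% in these data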;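 also: rise in fluorescence read as greater calcium sensitivity of cardiac thin filaments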
Starred values were filed as active, the others as inactive; / = no result given. The order is random; overall some 3.2% were active at least once.

The line under a structure holds: CDK5 p35 inh	dFosB activator	LANA DNA inh	Rtt109 Vps75	Cardiac RTF inh	Keap1-Nrf2 PPI	NSD2 inh	PfHsp90 yeast 2	PvdQ inh	Mot1-301 SUMO	cardiac RTF act
1: COc1ccc(-c2cc(C(F)(F)F)n3ncc(C(=O)NCC4CCCO4)c3n2)cc1OC (configuration not stated)
 : 0.4	0	16	-11	3	-9	0	4	12	28	-12
2: CCOC(=O)CSc1ncc(-c2ccccc2)nn1
 : 0.0	-8	0.5	29	1	7	-2	-3	0	0	-4
3: COc1ccccc1NC(=O)CN1C(=O)C(C)Oc2ccccc21 (configuration not stated)
 : -1.7	-7	0.3	4	-5	-3	-7	15	-14	-7	7
4: CN1C[C@@H]2[C@@H]3C(=O)N(Cc4ccccc4)C(=O)[C@@H]3[C@](C)(C1=O)N2C(=O)c1ccc(C(F)(F)F)cc1
 : -1.3	-4	-0.9	0	-11	-7	/	-4	-12	/	5
5: COc1ccccc1NS(=O)(=O)c1ccc(O)c(C(=O)OCc2cccc([N+](=O)[O-])c2)c1
 : 0.9	-1	-2.3	-4	2	-1	-3	26	-6	-3	-1
6: Cc1ccc(S(=O)(=O)NCC(=O)N(CC2CCCO2)C(C(=O)NC2CCCC2)C(C)C)cc1 (configuration not stated)
 : 0.6	-7	-1.1	-4	-13	-6	0	3	-13	5	0
7: Clc1ccc(-c2csc(N/N=C/c3ccco3)n2)cc1
 : 0.2	-4	-3.9	6	7	4	0	2	-2	37	2
8: COc1ccc(C(c2nnnn2C(C)C)N2CCN(C(=O)c3ccco3)CC2)cc1 (configuration not stated)
 : -4.1	-5	-0.2	11	0	0	0	11	4	258	-6
9: COc1ccc(-c2cn3cccnc3n2)cc1NC(=O)C1CC1
 : 2.8	-4	1.1	-7	-5	-3	2	-32	1	255	-8
10: O=C(/C=C/c1ccccc1)OCC(=O)c1ccc[nH]1
 : 0.8	-6	1.3	-5	16	-4	0	-8	-9	9	3
11: CN(C)S(=O)(=O)c1ccc(C(=O)NCc2nnc(SCC(=O)c3ccccc3)o2)cc1
 : 0.5	-10	-0.6	10	-8	3	2	8	-2	-16	0
12: O=C(COC(=O)c1cc[n+]([O-])cc1)NCCc1ccc(Cl)cc1Cl
 : -1.3	0	0.2	1	3	-4	-1	-22	-5	-13	-4
13: Cc1nc(Cl)sc1C(=O)Nc1cc(F)cc(F)c1
 : -2.0	-6	7.1	-2	2	2	1	-7	-14	18	-2
14: O=C(CN1CCN(S(=O)(=O)c2cccc(Br)c2)CC1)NCCc1cccs1
 : -5.5	-6	-3.7	-2	-1	-5	1	24	-12	13	-3
15: CN(C)S(=O)(=O)c1ccc(C(=O)OCC2COC(C)(C)O2)cc1 (configuration not stated)
 : -1.1	0	0.0	7	-3	-2	-1	10	-14	6	-4
16: CCOc1ccc2[nH]c(=O)c(CN(CCN3CCCC3)C(=S)Nc3ccccc3OCC)cc2c1
 : -1.5	3	-3.9	20	-4	-3	4	-19	-15	9	1
17: CCOc1c(Cl)cnn(-c2ccc(C)cc2)c1=O
 : 0.4	-2	0.9	0	5	-7	-1	/	-3	10	-4
18: Cc1nn(CC(N)=O)c(=O)c2ccccc12
 : 0.3	-11	-0.2	-6	-3	-4	0	-3	-13	482*	4
19: CCOC(=O)N1CCN(C(=O)C(=O)Nc2sc3c(c2C(=O)O)CC(C)(C)OC3)CC1
 : -5.4	-7	2.4	-1	-5	-6	-1	3	-9	-13	2
20: Cc1nn(C(C)C(=O)NCC2CCCO2)c(=O)c2c1sc1ccccc12 (configuration not stated)
 : -3.5	-6	0.1	-3	-3	-4	-4	-14	-6	3	-2
21: N#CCCn1cc(/C=N/NC(N)=S)c(-c2ccccc2)n1
 : 2.9	0	-1.5	1	-2	2	-1	-7	4	-3	6
22: CCOC(=O)c1ccc(NC(=O)N2CCN(Cc3cccc(F)c3)CC2)cc1
 : 0.1	1	-0.3	-6	1	0	-3	-6	-17	-33	4
23: COc1ccc(CCNC(=O)C2CCC(=O)N2CCc2ccccc2)cc1OC (configuration not stated)
 : 1.1	3	-0.7	2	2	-3	-4	-8	-8	/	0
24: Cc1cccn2c(=O)c(C(=O)NC3CC(C)CC(C)(C)C3)c(O)nc12 (configuration not stated)
 : -0.9	-6	-2.0	0	9	-3	-4	-35	-7	19	5
25: CS(=O)(=O)c1ccc(N)cc1
 : -0.5	3	-0.7	3	-3	-4	/	-14	-7	494	-2
26: CS(=O)(=O)N(CC(=O)NCC1CCCO1)c1cc(Cl)cc(Cl)c1 (configuration not stated)
 : 0.3	1	0.0	-8	-3	3	/	-11	0	-6	-4
27: COc1cccc(NC(=O)NCC2CCN(Cc3ccc(F)cc3)CC2)c1
 : -2.4	-8	-0.1	-11	-8	3	-1	13	-7	-20	3
28: CCN(CC)C(=O)CSc1nnc2sc3ccccc3n12
 : -0.1	-6	-0.4	-1	-5	-3	5	-61	-7	-7	1
29: CCN(CC)CCNC(=S)Nc1ccc2nc(N3CCN(C)CC3)cc(C)c2c1
 : 2.1	24*	-2.7	0	1	-6	/	3	-15	85	-4
30: O=c1oc2ccc(Br)cc2cc1S(=O)(=O)c1ccc(F)cc1
 : 0.6	-5	0.9	0	0	2	-2	-2	3	-29	1
31: COc1ccc(-c2nn3c(-c4ccco4)nnc3s2)cc1OC
 : 0.6	-2	-0.9	-11	-5	0	/	-6	-2	-6	-3
32: COCc1cc(C)nc(SCc2ccc(F)cc2)c1C#N
 : -0.3	6	0.9	0	2	4	17	-2	-6	-15	0
33: CCCCCCOC(=O)C(C#N)c1nc2ccccc2nc1N1CCN(C)CC1 (configuration not stated)
 : 0.2	-3	-0.2	-8	-5	-3	19	5	5	-8	0
34: COc1cc(C2CC(=O)N(c3ccc(C)cc3)C(=O)C2)cc(OC)c1OC
 : -2.5	-8	0.7	-1	-2	-4	0	-7	-12	9	6
35: O=C1COc2ccc(S(=O)(=O)Nc3ccc4c(c3)OCO4)cc2N1
 : 3.4	5	-0.1	-6	-8	-6	0	-21	-11	-8	1
36: Cc1nonc1CC(=O)NC1CCCc2c1cnn2-c1ccc(F)cc1F (configuration not stated)
 : /	-7	0.2	-3	4	-1	3	2	-15	/	2
37: O=C(COC(=O)c1ccc(F)c(S(=O)(=O)N2CCOCC2)c1)NCc1ccc(F)cc1
 : 4.5	-1	1.2	0	3	0	-4	-7	14	-3	-1
38: CCOC(=O)C(C(=O)OCC)C(Nc1ccccc1)c1ccccc1 (configuration not stated)
 : 1.6	5	1.3	-1	-6	1	0	-12	-3	-11	4
39: CCCNC(=O)C(Cc1ccccc1)NC(=O)c1cccc([N+](=O)[O-])c1 (configuration not stated)
 : -0.3	-1	-2.1	-3	-3	-2	/	-9	4	7	-6
40: O=C(O)C1C(c2ccccc2)C(C(=O)OCCCO)C1c1ccccc1 (configuration not stated)
 : 0.3	0	-0.5	9	6	-2	0	-14	11	11	-2
41: COc1cc(CC(=O)OCC(=O)N2CC(=O)Nc3ccccc32)cc(OC)c1OC
 : -0.8	-1	-0.4	-16	2	-1	3	/	-11	-3	-2
42: O=C(NCc1cccs1)c1cnc2ccccn2c1=O
 : -0.1	1	-1.6	-3	-6	-4	3	23	-5	36	1
43: O=C(NNc1nc(-c2ccc(Cl)cc2)cs1)c1ccco1
 : 0.7	10	-1.2	1	-13	-2	-1	2	4	3	6
44: COc1ccc(CCN2C(=O)/C(=C\c3ccco3)SC2=S)cc1OC
 : -0.9	-8	0.2	-5	-5	-3	-3	-6	-11	/	1
45: CCOC(=O)c1ccc(NC(=O)N2CCN(Cc3ccccc3)CC2)cc1
 : 0.3	-16	-0.1	9	-19	0	-2	-11	3	1	-3
46: CCCn1ncc(CN2CCC(N3CCC(C(=O)N4CCOCC4)CC3)CC2)c1C
 : -0.4	-5	0.5	7	-5	-1	42	1	3	159	4
47: CCc1c(C)nc2[nH]nc(-c3ccccc3C)n2c1=O
 : 0.8	3	-0.7	1	-3	1	/	-8	11	8	-8
48: COc1cc(C(=O)NCC(=O)Nc2c(C)cccc2C)ccc1OCC(=O)N1CCOCC1
 : -0.4	5	-2.0	-2	1	1	-1	26	0	-20	0
49: CCC12CC3CC(C1)CC(C(=O)O)(C3)C2
 : -0.6	-6	0.1	/	-7	-2	-1	/	-7	-19	2
50: COc1ccc2oc(C(=O)NNC(=O)c3ccc(F)cc3)c(C)c2c1
 : -1.0	-12	1.1	8	-7	-4	0	-20	-9	2	12
51: Cc1cc(C)nc(SCCC(=O)Nc2ccccc2)n1
 : -1.6	2	-0.8	-1	-3	0	-1	10	11	7	-3
52: NNC(=O)c1ccccc1OCc1ccccc1
 : 0.3	-7	-2.1	47	3	-3	1	5	-6	-17	0
53: CCc1ccc(N2C(=O)CC(NNc3nc4ccccc4s3)C2=O)cc1 (configuration not stated)
 : -0.1	6	-0.7	7	7	0	3	-14	-10	9	-14
54: Cc1onc(-c2ccccc2Cl)c1C(=O)Nc1cccc(-c2nc3ncccn3c2C)c1
 : 5.6	-14	0.4	9	-1	0	/	49	-6	2	-3
55: COc1ccc2nc(C)cc(NCc3ccc(F)cc3)c2c1
 : -0.4	9	-25	-4	-79	-140	-1	12	-14	15	69*
56: CCOC(=O)c1c(C)[nH]c(C)c1C(=O)COC(=O)C1CCCN1S(=O)(=O)c1ccccc1F (configuration not stated)
 : 0.5	-10	-0.3	2	1	-2	0	-3	-2	170	-2
57: COc1ccc(CNc2nc3ccc(C)cc3s2)c(OC)c1OC
 : 1.4	-24	4.2	-1	-7	1	-4	-21	-9	2	2
58: O=C1CCCN1C(=O)CCC(=O)N1CCCC1=O
 : 0.4	7	0.4	7	-8	-2	0	40	-6	-11	-4
59: Cc1ccc(C(=O)NNC(=O)c2ccc(NC(=O)C(C)(C)C)cc2)cc1
 : 2.6	-5	0.8	12	4	-2	0	-12	-19	6	2
60: NCCSc1c(-c2ccccc2)[nH]c2ccccc12
 : 4.0	0	-1.9	2	1	-8	/	-7	-2	-3	6

Next part:
The line under a structure holds: CDK5 p35 inh	dFosB activator	LANA DNA inh	Rtt109 Vps75	Cardiac RTF inh	Keap1-Nrf2 PPI	NSD2 inh	PfHsp90 yeast 2	PvdQ inh	Mot1-301 SUMO	cardiac RTF act
61: CC(=O)c1cccc(NC(=O)CSc2nc(=O)n(CCN3CCOCC3)c3c2CCCC3)c1
 : -7.6	-7	-1.3	0	-5	-3	3	-8	-3	-9	-3
62: COCCn1c(SCC(=O)Nc2ccccc2)nc2c(oc3ccccc32)c1=O
 : -1.9	4	0.0	-4	9	3	1	-6	-5	-9	1
63: CCN(CC(=O)Nc1c(F)cccc1F)C(=O)CNC(=O)c1ccco1
 : -0.3	-3	0.8	-6	-10	-2	-3	-18	-8	-1	-1
64: O=C1CS/C(=N\C(=O)N2c3ccccc3Sc3ccccc32)N1
 : 1.2	1	0.0	-2	-6	-5	2	/	-3	13	-1
65: CC1CN(C(=S)NC(=O)c2ccc(Cl)cc2)CC(C)O1 (configuration not stated)
 : -1.7	1	0.2	-1	-1	2	/	3	3	234	-9
